Shiga toxin inh = blocks Shiga toxin action in Vero cells. Vero cells, Shiga toxin protein synthesis inhibition reporter. inhibition, % at 38.7 µM. 290,000 tested, 9.2% active; in the data active means inhibition mostly above about 28%, no sharp cut-off; inactive means mostly below about 43%; further: 0% is about no effect
AMA1-RON2 inh = inhibitors of Plasmodium falciparum AMA1-RON2 interaction. AlphaScreen AMA1-biotinylated RON2 peptide binding. 360,000 tested, 0.2% active. Potency, µM (highest dose often 58.2 µM), for inactives: at the highest dose activity change, negative = inhibition, actives largely listed as inhibitors;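 further: potency means the concentration at half of the fitted maximal effect; 0% = vehicle wells and -100% = peptide control; nearly all actives have a fitted effect of over 45% in size; some results filed as inactive show a strong effect at the top dose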
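AMA1 (3D7) with his tag at 25 nM final met compounds first, then biotinylated RON2 peptide at 25 nM; detection used donor plus acceptor beads, 10 µg/mL apiece, read by AlphaScreen after 30 min at room temperature.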
HCMV inh = blocks human cytomegalovirus replication. HFF cells, HCMV-luciferase reporter, 72 h; hits give low values. activity change, negative = inhibition, % at 57.5 µM. 410,000 tested, 4.5% active; in the data active means activity change below about -60%; inconclusive means no clear call, values can overlap the other calls; inactive means above about -39%; further: on the % scale 0 is the no-effect control and ±100 the full control effect
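Screen run at 2 compound doses on HFFs infected with reporter HCMV, MOI 1 PFU/cell. Luciferase activity from cell lysates at 72 h post infection gave inhibition relative to buffer-only and Salinomycin wells.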
CHX counter = affects cycloheximide protein synthesis inhibition readout, counter-screen. cell reporter, cycloheximide protein synthesis inhibition counterscreen. max response, %. 300,000 tested, 12% active. AID 2314; in the data active means max response mostly above about 13%, no sharp cut-off; inactive means mostly below about 14%; further: read at 38.3 µM for the half of the compounds with a filed dose; 0% is about no effect
AmpC no deterg = blocks E. coli AmpC beta-lactamase in detergent-free assay; P00811; AmpC nitrocefin hydrolysis, absorbance 480 nm, 0.0001% Triton; Potency, µM (top dose mostly 57.1 µM), for inactives: at the top dose activity change, negative = inhibition, hits mostly inhibitors; 330,000 tested, 0.52% active; AID 485341;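 further: potency means the concentration at half of the fitted maximal effect; plate controls were no compound for no effect and no enzyme for full effect; nearly all actives have a fitted effect of over 20% in size; some results filed as inactive show a strong effect at the top dose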
Target sequence (P00811 whole entry, looked up): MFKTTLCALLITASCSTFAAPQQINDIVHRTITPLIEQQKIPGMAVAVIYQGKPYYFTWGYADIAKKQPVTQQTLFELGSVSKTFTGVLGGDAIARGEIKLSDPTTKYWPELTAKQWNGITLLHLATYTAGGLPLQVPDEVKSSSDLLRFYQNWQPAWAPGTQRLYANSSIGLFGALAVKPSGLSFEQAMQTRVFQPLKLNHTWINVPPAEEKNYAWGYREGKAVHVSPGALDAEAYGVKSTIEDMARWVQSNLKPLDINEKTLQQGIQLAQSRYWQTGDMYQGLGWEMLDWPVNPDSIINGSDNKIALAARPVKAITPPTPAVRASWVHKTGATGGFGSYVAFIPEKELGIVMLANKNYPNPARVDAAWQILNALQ
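AmpC (5.3 nM in the dispensed reagent) in 20 mM phosphate pH 7.0 with 0.01% (detergent screen) or 0.0001% Triton X-100 was preincubated with compounds for 15 min at room temperature. Nitrocefin was then added from an 800 uM solution, and hydrolysis was followed at 480 nm.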
AmpC detergent = AmpC beta-lactamase inhibition with detergent present | AmpC hydrolysis of nitrocefin, absorbance 480 nm, 0.01% Triton | Potency, µM (highest dose often 114 µM), inactives show at the highest dose activity change, negative = inhibition, usual class: inhibitors | 370,000 tested, 0.041% active | AID 485294;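 further: potency means the concentration at half of the fitted maximal effect; 0% = no-compound wells and -100% = no-enzyme wells; nearly all actives have a fitted effect of over 25% in size; some results filed as inactive show a strong effect at the top dose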
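AmpC (5.3 nM in the dispensed reagent) in 20 mM phosphate pH 7.0 with 0.01% (detergent screen) or 0.0001% Triton X-100 was preincubated with compounds for 15 min at room temperature. Nitrocefin was then added from an 800 uM solution, and hydrolysis was followed at 480 nm.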
Giardia FBPA inh = blocks Giardia fructose-bisphosphate aldolase activity; purified Giardia FBPA; A8B2U2; 290,000 tested, 0.71% active; Potency, µM (highest dose often 59.6 µM), for inactives: at the highest dose activity, negative = inhibition, usual class: inhibitors; further: potency means the concentration at half of the fitted maximal effect; on the % scale 0 is the no-effect control and ±100 the full control effect; nearly all actives have a fitted effect of over 55% in size
Target sequence (A8B2U2 whole entry, looked up): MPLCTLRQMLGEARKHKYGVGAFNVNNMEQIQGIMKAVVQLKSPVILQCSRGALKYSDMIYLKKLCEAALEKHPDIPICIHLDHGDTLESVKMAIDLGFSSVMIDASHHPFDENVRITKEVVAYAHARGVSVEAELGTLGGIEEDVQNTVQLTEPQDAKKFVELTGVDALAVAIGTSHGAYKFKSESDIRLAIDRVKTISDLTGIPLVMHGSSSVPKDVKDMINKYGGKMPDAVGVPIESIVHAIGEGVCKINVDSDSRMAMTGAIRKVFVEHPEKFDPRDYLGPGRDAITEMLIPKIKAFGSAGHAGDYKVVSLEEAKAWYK
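40 nM FBPA preincubated 10 min at RT with compound (up to 57.5 uM final), then substrate plus GAPDH/TPI/NAD/arsenate coupling and diaphorase/resazurin added. Fluorescence read after 20 min at RT, 525/598 nm.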
The depositor's hits bear a star; ? = inconclusive; / = not tested or not shown; & = joins results of further samples; [ ] = dose if it differs, or a comment. Unless noted, the call rests on the fitted dose curve; in most records, active means well fitted curve in the direction sought with a large enough effect; inconclusive means small, poorly fitted or top-dose-only effect, or another doubt; inactive means no such curve, though single readings can be large; an effect the other way counts as inactive or inconclusive.

SMILES | Shiga toxin inh | AMA1-RON2 inh | HCMV inh | CHX counter | AmpC no deterg | AmpC detergent | Giardia FBPA inh
Cc1cccc(OCC(=O)O/N=C(\N)Cc2ccc([N+](=O)[O-])cc2)c1 | 14 | 0% | -34 | 1 | -35% | -6% | 0%
CCC(C)(NC(=O)CNC(C)=O)C(=O)NC1CCCCC1 (stereo not given) | 20 | -8% | -4 | -3 | -10% | -8% | 3%
O=C(O)c1cc(Cl)c(Cl)cc1C(=O)NCc1ccco1 | -7 | 3% | 0 | -1 | -10% | -2% | 14%
O=C(NOC(=O)c1c(F)cccc1Cl)c1ccc(Cl)c(Cl)c1 | 46* | 12% | -11 | 30* | -26% | 0% | 1%
Cc1ccc(C)c(NC(=O)CCNS(=O)(=O)c2ccc3[nH]c(=O)oc3c2)c1 | -4 | -4% | 1 | -2 | -35% | -4% | /
CCC(C)(C)NC(=O)c1ccc2c(c1)S(=O)(=O)c1ccccc1C2=O | 0 | 1% | -27 | 7 | / | 0% | -8%
CC(C)OCCCNC(=O)c1c(N)n(/N=C/c2ccccn2)c2nc3ccccc3nc12 | 13 | 5% | -24 | -2 | -6% | -19% | 0%
CCCCCn1c(CNC(=O)c2cccs2)nc2ccccc21 | 4 | 4% | 3 | 0 | -21% | -1% | -4%
CC(C)Cn1c(=O)c(-[n+]2ccccc2)c([O-])c2ccccc21 | -8 | 4% | 4 | 9 | -25% | -5% | -10%
NC(=O)c1cc(-c2cccnc2)nc2ccc(Br)cc12 | 20 | 15% | / | 1 | -11% | -3% | 9%
COc1ccc(/C=N/NC(=O)CN2CCCC2)cc1 | 1 | 9% | 12 | 8 | -16% | 1% | -6%
O=C(COc1ccc2ccc(=O)oc2c1)Nc1nccs1 | 68* | -4% | 0 | 64* | -17% | 1% | -10%
CCOC(=O)c1ccc(N/C=C/C(=O)c2ccc(OC)cc2)cc1 | 1 | 6% | 13 | 1 | -17% | -3% | 3%
CCCCC(=O)N/N=C/c1sccc1C | -13 | -11% | 83 | 9 | -9% | -7% | 4%
CNC(=O)c1[nH]cnc1C(=O)N[C@@H](CCCCNC(=O)OC(C)(C)C)C(=O)OC(C)(C)C | -15 | 60%[activator] | 10 | -1 | 76%[activator] | 7% | -15%
COc1ccccc1Cn1c(SCC(=O)C(C)(C)C)nc2cc(C(=O)N3CCC4(CC3)OCCO4)ccc2c1=O | -1 | / | / | 6 | -17% | 6% | -3%
COc1ccc(-n2nc(C(=O)N3CCC(N4CCCCC4)CC3)c3c4ccccc4n(C)c3c2=O)cc1 | -3 | -5% | -34 | -2 | 2% | -9% | -8%
CC(CN1C(C)CCCC1C)OC(=O)c1ccc(Cl)cc1 (stereo not given) | -13 | -1% | ? | -4 | -7% | ? | 0%
Cc1ccc(S(=O)(=O)NN2C(=O)/C(=C/c3ccc(F)cc3)SC2=S)cc1 | -11 | 2% | 44 | 0 | -25% | 4% | ?
NC(=O)C1CCN(CC(=O)N2N=CCC2c2ccccc2)CC1 (stereo not given) | 27 | -1% | -103* | 1 | -2% | 13% | 1%

Four compounds picked at random from those above, as already listed:
SMILES | Shiga toxin inh | AMA1-RON2 inh | HCMV inh | CHX counter | AmpC no deterg | AmpC detergent | Giardia FBPA inh
O=C(O)c1cc(Cl)c(Cl)cc1C(=O)NCc1ccco1 | -7 | 3% | 0 | -1 | -10% | -2% | 14%
COc1ccc(/C=N/NC(=O)CN2CCCC2)cc1 | 1 | 9% | 12 | 8 | -16% | 1% | -6%
O=C(NOC(=O)c1c(F)cccc1Cl)c1ccc(Cl)c(Cl)c1 | 46* | 12% | -11 | 30* | -26% | 0% | 1%
CC(C)OCCCNC(=O)c1c(N)n(/N=C/c2ccccn2)c2nc3ccccc3nc12 | 13 | 5% | -24 | -2 | -6% | -19% | 0%

(list continues)
SMILES | Shiga toxin inh | AMA1-RON2 inh | HCMV inh | CHX counter | AmpC no deterg | AmpC detergent | Giardia FBPA inh
O=C(c1cccc([N+](=O)[O-])c1)N1CCCN(C(=O)c2cccc([N+](=O)[O-])c2)CC1 | 7 | -12% | 2 | 1 | -22% | -10% | 2%
COc1ccccc1-n1c(/C=C/c2ccccn2)nc2ccccc2c1=O | -7 | 0% | -101* | 0 | 45% | -7% | -2%
COc1ccccc1N1CCN(CC(=O)Nc2nccs2)CC1 | -7 | 16% | -37 | -4 | -3% | 0% | -20%
COc1ccc(S(=O)(=O)Nc2c(O)c3ccccc3oc2=O)cc1 | 69* | 7% | 20 | 15* | -17% | 5% | -3%
CCN(CC)c1cc2nonc2c2nonc12 | 2 | 24% | -11 | -3 | -16% | 0% | 4%
CC(OC(=O)Cc1ccccc1[N+](=O)[O-])C(=O)Nc1ccc(Cl)cn1 (stereo not given) | / | -11% | -3 | / | -17% | ? | /
O=C(Nc1nc(-c2cccs2)cs1)c1ccc([N+](=O)[O-])o1 | / | -3% | -28 | / | -54% | -7% | /
Cc1ccc(CN2CCSc3ccc(C(=O)N4CCC5(CC4)OCCO5)cc32)cc1 | 15 | -24% | ? | -4 | 147%[activator] | 1% | 4%
CCSC1=N/C(=C\C=C2/Oc3ccccc3N2CC)C(=O)S1 | 5 | -8% | ? | 1 | -16% | 1% | -8%
CCOC(=O)/C(=N\Nc1ccc(Cl)cc1)Sc1nnc(-c2ccc(OC)cc2)n1C | 12 | 24% | -8 | -1 | -22% | -4% | -24%
Clc1ccccc1OCCCCN1CCCCC1 | -6 | -15% | 27 | -2 | -2% | 2% | ?
CC(=C1C(=O)c2ccccc2C1=O)N1CCN(Cc2ccccc2)CC1 | 23 | 15% | 46 | 8 | -19% | ? | -21%
O=C(N/N=C/C=C/c1ccccc1[N+](=O)[O-])c1cccnc1 | 14 | 131%[activator] | -10 | 6 | -8% | -5% | 3%
COc1ccc(N2CCN(C(=O)C3CCN(C(=O)c4cccc(Cl)c4)CC3)CC2)cc1 | -10 | -5% | ? | -3 | 122%[activator] | -6% | 10%
Cc1nc(NNC(=O)c2ccc(Cl)cc2Cl)cc(-c2ccccc2)n1 | -13 | -7% | -20 | -5 | -3% | -3% | 4%
Cc1ccc(CCNC(=O)CN2C(=O)COc3ccc(S(=O)(=O)N4CCOCC4)cc32)cc1 | -11 | 7% | -32 | -9 | 42% | 1% | /
CCCOc1ccc(/C=N/NC(=O)C(=O)Nc2ccccn2)cc1 | 8 | 10% | ? | 3 | -19% | -15% | 2%
COc1cccc(/C=C2\SC(=S)N(CCCC(=O)N(CCO)c3ccccc3)C2=O)c1 | -4 | ? | -97* | -2 | 174%[activator] | -14% | /
Cc1ccc(C(C)NC(=O)C2CCCO2)cc1C (stereo not given) | 10 | -1% | -17 | 2 | 31% | -3% | 11%
CC(C)Cn1c(N)c(C(=O)CSc2nnc(-c3ccco3)n2C)c(=O)n(C)c1=O | / | 46%[activator] | -28 | / | -17% | ? | /
CC(c1ccccc1)n1cnc2ccccc2c1=O (stereo not given) | 9 | 3% | -27 | -2 | -4% | 0% | -3%
COc1ccc(C(C)(C)C)cc1NC(=O)CCCN1C(=O)CN(C)C1=O | / | 22% | -29 | / | 30% | -10% | /
COc1ccc(C(=O)Nc2ccc(S(=O)(=O)Nc3cc(C)nc(C)n3)cc2)cc1 | -6 | 40%[activator] | -21&26 | -3 | -19% | ? | 0%
CCS(=O)(=O)NCCc1csc(C)n1 | 40 | 1% | 5 | -2 | 3% | -7% | 4%
Cc1cc(NC(=O)COC(=O)c2c(C)nn(-c3ccccc3)c2C)no1 | -14 | 7% | -7 | 9 | -1% | -6% | -2%
COC(=O)c1ccc(C(=O)OC)c(NC(=O)C2CC2)c1 | -6 | 1% | -35 | -1 | -11% | -2% | 6%
CCCc1cc(C(=O)N/N=C/c2ccc(C)o2)c2ccccc2n1 | -11 | 88%[activator] | -7 | -1 | -31% | -15% | -10%
O=C(N/N=C1/CCCc2ccccc21)C(c1ccccc1)c1ccccc1 | 61* | 12% | ? | 1 | -37% | -5% | 3%
O=C(NCCCN1CCOCC1)c1cc(Cl)ccc1[N+](=O)[O-] | -12 | -14% | 1 | -2 | -25% | -17% | -1%
CCC(C)NC(=O)Nc1ccccc1C (stereo not given) | -18 | 3% | 6 | -3 | -10% | -10% | 1%
N=c1c(S(=O)(=O)c2ccc(Cl)cc2)cc2c(=O)n3ccccc3nc2n1CCN1CCOCC1 | -1 | 26% | -25 | -1 | 84%[activator] | ? | 0%
O=c1cc2[nH]c3ccccc3c(=O)n2nc1-c1ccccc1 | 64 | -8% | 88 | 25* | -25% | -1% | ?
Cc1ccc(C(=O)NC2CCN(S(=O)(=O)c3ccccc3F)CC2)cc1 | / | 8% | ? | -4 | -16% | -14% | -2%
CC(CNS(=O)(=O)c1ccc2c(c1)CC(=O)N2C)c1ccccc1 (stereo not given) | -7 | -7% | 7&-7 | 2 | -11% | -7%&6% | 18%
COc1ccccc1OCCn1cc(/C=N/NC(N)=S)c2ccccc21 | -3 | 49%[activator] | ? | -2 | -38% | -13% | 2%
COc1ccc(C(=O)NCC(=O)NC2=NCCS2)cc1 | 12 | -6% | 14 | 6 | 35µM* | ? | -3%
COc1cccc(-c2nnc3n2N=C(c2cccc(Br)c2)CS3)c1 | 16 | 3% | -29 | -3 | 12% | ? | -5%
COc1cc(NC(=O)COC(C)=O)c(C)cc1[N+](=O)[O-] | -17 | -2% | -32 | -6 | -18% | 8% | 5%
CCC(=O)Nc1ccc(NC(=O)CSc2nnnn2Cc2ccccc2)cc1C | -8 | -1% | -14 | -1 | -3% | 3% | -6%
CCC1Sc2ccc(S(=O)(=O)Nc3cc(OC)cc(OC)c3)cc2NC1=O (stereo not given) | 4 | -1% | -21 | 2 | -46% | -1% | /
COc1ccc(Cl)cc1S(=O)(=O)N1CCN(CC(=O)C(C)(C)C)CC1 | -8 | 5% | 20 | 2 | 55% | 0% | /
COCCCNC(=O)C(CC(N)=O)NC(=O)OCc1ccccc1 (stereo not given) | -15 | -14% | -29 | -1 | -27% | 4% | 2%
CCOC(=O)C1=C(C)NC(C)=C(C(=O)OCC)C1C(=O)OCC(=O)NCc1ccco1 | / | 0% | 6 | / | 29% | / | /
CCN(CC)CCNC(=O)c1cn(-c2ccccc2)nc1-c1cccs1 | -7 | -2% | 14 | -4 | 10% | -11% | -6%
CCOC(=O)C1(Cc2ccc(OC)cc2)CCN(C(=O)c2cncs2)CC1 | 31 | -3% | 37 | 16* | 41% | 5% | 0%
CCOC(=O)c1ccc2ncc(C(=O)OCC)c(NCCCN3CCOCC3)c2c1 | -2 | -8% | 20 | 2 | 122%[activator] | -13% | 0%
CSc1nc(N)c2c3c(sc2n1)COC(C(C)C)C3 (stereo not given) | -6 | 3% | -9 | -2 | -21% | ? | 0%
CCOc1ccccc1Nc1cc2n(c(=O)n1)CCc1cc(OC)c(OC)cc1-2 | -5 | -4% | 80 | 13 | -15% | -1% | -23%
CCCN1CCN(CCCNC(=O)Cn2nc(-c3ccccc3)ccc2=O)CC1 | 2 | -2% | 12 | -3 | 2% | 3% | 5%

From PubChem BioAssay
